Pf Dd2 inh = P. falciparum Dd2 growth inhibition; AID 1159554; 2.3% of 94,000 active; SYBR Green, 72 h; active compounds read low; activity change, % at 10 µM; in the data active = activity change below about -80%; inconclusive = no clear call, values can overlap the other calls
Tcruzi prolif = T. cruzi proliferation inhibition; T. cruzi beta-gal in NIH3T3, GalScreen luminescence, 90 h; inhibition, % at 8.34 µM; 5.9% of 77,000 active; AID 624255;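 active = mean inhibition above about 93%, with at least 55% of replicates each passing it, limit read from the data, passing the limit was not always enough; inconclusive = only one of those two conditions holds; inactive = neither condition holds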
C diff growth = blocks growth of Clostridium difficile | Clostridium difficile clinical isolate growth, OD600, 24 h; active compounds read low | growth activity, negative = inhibition, % at 16 µg/mL (by protocol) | 0.25% of 86,000 active | AID 1259249;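 active = mean growth activity at or below -80% and every replicate also at or below -80%; inconclusive = mean at or below -80% but some replicate above -80%; inactive = mean growth activity above -80%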;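 note: 0% = DMSO wells and -100% = levofloxacin 16 µg/mL wells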
KDM4C inh = KDM4C (human) demethylase inhibition. 0.15% of 96,000 active. inhibition, % at 12.5 µM. GST-KDM4C 2-372, H3K9me3 peptide, LANCE TR-FRET. AID 720574;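 active = mean replicate inhibition above about 25%, with at least 55% of replicates also reaching it, limit read from the data, passing the limit was not always enough; inconclusive = only one of those two conditions met; inactive = neither condition met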
Target sequence (Q9H3R0 2-372 limits assumed): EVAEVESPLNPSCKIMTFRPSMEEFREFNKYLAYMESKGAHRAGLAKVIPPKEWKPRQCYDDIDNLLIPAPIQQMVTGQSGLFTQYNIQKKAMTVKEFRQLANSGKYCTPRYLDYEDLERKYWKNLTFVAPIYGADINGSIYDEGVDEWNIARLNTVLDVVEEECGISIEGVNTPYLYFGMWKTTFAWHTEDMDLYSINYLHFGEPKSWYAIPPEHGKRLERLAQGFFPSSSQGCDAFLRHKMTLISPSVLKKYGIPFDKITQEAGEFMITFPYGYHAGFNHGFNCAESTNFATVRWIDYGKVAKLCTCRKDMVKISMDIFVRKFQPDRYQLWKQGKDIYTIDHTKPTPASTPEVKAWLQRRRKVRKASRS
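Test system: N-terminal GST-fused human GASC-1 (KDM4C) fragment, residues 2-372; quantity: GASC-1 enzyme at 10 nM final in reaction; dosing: single dose; schedule: 30 min demethylation and 1 h detection at room temperature; signal: LANCE TR-FRET, excitation 340 nm, emissions 618 and 671 nm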
* marks the source's active call; other numbers are inactive results; ? = inconclusive; nt = not tested or not shown; & = joins results of further samples.

SMILES	Pf Dd2 inh	Tcruzi prolif	C diff growth	KDM4C inh
C[C@@H]1CN([C@H](C)CO)C(=O)c2cc(NC(=O)CCC(F)(F)F)ccc2O[C@@H](C)CCCCO[C@H]1CN(C)Cc1ccc(Cl)c(Cl)c1	-83*	44	2	-0.3
CN1C(=O)c2cc(NC(=O)C3CC3)ccc2OC[C@@H]2O[C@H](CC(=O)NCCN3CCCC3)CC[C@@H]21	2	?	-3	0.0
O=C(NC[C@@H]1[C@@H](c2ccccc2)[C@H](CO)N1Cc1ccccn1)C1CCC1	12	53	-3	3.1
C[C@H](CO)N1C[C@H](C)[C@H](CN(C)CC2CCCCC2)Oc2ccc(NC(=O)Nc3ccc(F)cc3)cc2CC1=O	-19	-13	-9	-0.5
O=C(NC1CCCCC1)[C@@H]1[C@@H](CO)[C@@H]2Cn3c(cccc3=O)[C@H]1N2CC1CCCC1	11	nt	-4	3.3
COc1ccc2c3c([nH]c2c1)[C@H](CO)N(C(=O)CC1CC1)CC31CCN(C(=O)CC2CC2)CC1	-45	nt	-6	-0.6
Cc1noc(C)c1NC(=O)Nc1cccc2c1O[C@@H](CN(C)Cc1ccccc1)[C@@H](C)CN([C@H](C)CO)C2=O	14	-15	-2	-1.1
C[C@H](CO)N1C[C@H](C)[C@H](CN(C)Cc2ccc(-c3ccccc3)cc2)Oc2c(NC(=O)Nc3cccc4ccccc34)cccc2C1=O	7	56	nt	16
CC(C)CC#Cc1ccc2c(c1)O[C@@H](CN(C)Cc1cncnc1)[C@H](C)CN([C@@H](C)CO)S2(=O)=O	-36	82	2	1.9
C[C@H](CO)N1C[C@H](C)[C@H](CN(C)C(=O)Nc2ccc(C(F)(F)F)cc2)Oc2ccc(NC(=O)Nc3cccc4ccccc34)cc2CC1=O	-7	36	-4	-1.1
Cc1ccc(-c2ccc3c(c2)O[C@@H](CN(C)Cc2ccc(C(=O)O)cc2)[C@@H](C)CN([C@@H](C)CO)S3(=O)=O)cc1	-48	46	5	0.6
C[C@@H]1CN([C@@H](C)CO)C(=O)c2cc(NC(=O)Nc3ccc4c(c3)OCO4)ccc2O[C@@H]1CN(C)Cc1ccc(Cl)c(Cl)c1	7	?	nt	-1.5
COc1ccc(CN(C)C[C@@H]2Oc3ccc(NC(=O)Nc4ccccc4)cc3CC(=O)N([C@H](C)CO)C[C@@H]2C)cc1	13	29	-3	3.8
C[C@H](CO)N1C[C@H](C)[C@H](CN(C)C(=O)Nc2cccc3ccccc23)OCCCC[C@H](C)Oc2ccc(NS(=O)(=O)c3ccc(F)cc3)cc2C1=O	-31	28	-11	0.7
CCCNC(=O)[C@H]1[C@H](CO)[C@H]2Cn3c(cccc3=O)[C@@H]1N2Cc1cccc(Cl)c1	-1	-20	-3	1.6
C[C@@H]1CN([C@@H](C)CO)S(=O)(=O)c2ccc(C#Cc3cccc(F)c3)cc2O[C@H]1CN(C)S(=O)(=O)c1cn(C)cn1	-74&-67	-15&61	-9&-4	0.8
COc1ccc(-c2ccc3c(c2)[C@@H]2[C@@H](CCN2Cc2ccccc2F)[C@H](CO)N3)cc1	-76	nt	18	2.6
C[C@@H]1CCCCO[C@H](CN(C)Cc2ccc3c(c2)OCO3)[C@@H](C)CN([C@@H](C)CO)C(=O)c2cc(NC(=O)c3ccccc3)ccc2O1	?	nt	6	3.1
CN1c2ccc(Br)cc2[C@H]2[C@H](CCN2C(=O)Cc2ccccc2)[C@H]1CO	-16	69	19	0.8
CO[C@H]1CN(C)C(=O)c2ccc(NS(=O)(=O)c3cn(C)cn3)cc2OC[C@@H](C)N(CC2CC2)C[C@H]1C	28	10	nt	-2.8
O=C(Nc1cccc(F)c1)N1CC(=O)N2[C@H](CO)[C@H](c3ccc(-c4ccccc4)cc3)[C@@H]2C1	-28	nt	-2	-1.2
CCS(=O)(=O)N1CCCCN2[C@H](CO)[C@H](c3ccc(-c4ccc(C#N)cc4)cc3)[C@@H]2C1	-39	55	1	-2.0
CCCNC(=O)Nc1ccc2c(c1)C(=O)N(C)[C@H]1CC[C@@H](CC(=O)O)O[C@@H]1CO2	-24	41	-2	-1.0
COc1ccc(NC(=O)N(C)C[C@@H]2Oc3ccc(NC(=O)Nc4ccc5c(c4)OCO5)cc3C(=O)N([C@@H](C)CO)C[C@@H]2C)cc1	-17	-19	nt	3.7
C[C@H]1CN([C@@H](C)CO)S(=O)(=O)c2ccc(/C=C/c3ccccc3)cc2O[C@H]1CN(C)Cc1cncnc1	-48	103*	-2	1.7
O=C(C[C@H]1C[C@@H]2c3cc(NC(=O)C4CCC4)ccc3O[C@@H]2[C@H](CO)O1)NCc1ccc(-c2ccccc2)cc1	3	39	6	-3.4
COc1ccc2c3c(n(C)c2c1)[C@H](CO)N(C(=O)c1ccncc1)CC31CCN(C)CC1	34	nt	3	nt
O=C(NCC1CC1)[C@@H]1[C@@H](CO)[C@@H]2Cn3c(cccc3=O)[C@@H]2N1CCC(F)(F)F	3	-11	-4	-0.2
CC(=O)Nc1ccc2c(c1)C(=O)N(C)[C@H]1CC[C@H](CC(=O)Nc3cn(C)nc3C)O[C@H]1CO2	3	3	-9	3.8
CN1c2ccc(Br)cc2[C@H]2[C@H](CCN2C(=O)C2CC2)[C@H]1CO	2	104*	0	4.6
COc1ccc2c3c(n(C)c2c1)[C@@H](CO)N(C(=O)CN(C)C)CC31CCN(Cc2nccs2)CC1	-22	nt	-6	-1.6
O=C(C[C@@H]1CC[C@@H](NC(=O)CN2CCOCC2)[C@@H](CO)O1)NCCc1ccccc1	13	-21	0	0.6
COc1ccccc1C(=O)Nc1ccc2c(c1)OC[C@@H](C)N(C)C[C@@H](C)[C@H](OC)CN(C)C2=O	-31	-64	nt	0.7
C[C@H]1CN([C@@H](C)CO)C(=O)Cc2cc(NC(=O)Cc3cn(C)c4ccccc34)ccc2O[C@H]1CN(C)Cc1ccc(Cl)c(Cl)c1	-59	100*	-4	-1.9
COc1ccc(S(=O)(=O)N2CC[C@@H]3[C@H]2c2cc(-c4ccccc4F)ccc2N(C)[C@H]3CO)cc1	-22	56	-7	-8.7
O=C(C[C@@H]1CC[C@@H]2NC[C@H](O)COC[C@H]2O1)NCc1ccc(Oc2ccccc2)cc1	17	51	-5&-8	3.8
C[C@@H]1CN([C@H](C)CO)S(=O)(=O)c2ccc(C#Cc3ccccc3)cc2O[C@@H]1CN(C)C(=O)Nc1ccc2c(c1)OCO2	-76	130*	-1	18
C[C@H]1CCCCO[C@@H](CN(C)C(=O)Nc2ccc3c(c2)OCO3)[C@@H](C)CN([C@@H](C)CO)C(=O)c2cc(NC(=O)c3ccncc3)ccc2O1	4	38	-2	1.2
CCC(=O)N(C)C[C@H]1Oc2cc(C#Cc3ccccc3)ccc2S(=O)(=O)N([C@@H](C)CO)C[C@@H]1C	-83*	nt	1	-0.5
CCC(=O)N(C)C[C@H]1Oc2cc(C#CC(C)C)ccc2S(=O)(=O)N([C@@H](C)CO)C[C@@H]1C	-17	29	-9	-0.2

Next section; the last 4 above are carried over.
SMILES	Pf Dd2 inh	Tcruzi prolif	C diff growth	KDM4C inh
C[C@@H]1CN([C@H](C)CO)S(=O)(=O)c2ccc(C#Cc3ccccc3)cc2O[C@@H]1CN(C)C(=O)Nc1ccc2c(c1)OCO2	-76	130*	-1	18
C[C@H]1CCCCO[C@@H](CN(C)C(=O)Nc2ccc3c(c2)OCO3)[C@@H](C)CN([C@@H](C)CO)C(=O)c2cc(NC(=O)c3ccncc3)ccc2O1	4	38	-2	1.2
CCC(=O)N(C)C[C@H]1Oc2cc(C#Cc3ccccc3)ccc2S(=O)(=O)N([C@@H](C)CO)C[C@@H]1C	-83*	nt	1	-0.5
CCC(=O)N(C)C[C@H]1Oc2cc(C#CC(C)C)ccc2S(=O)(=O)N([C@@H](C)CO)C[C@@H]1C	-17	29	-9	-0.2
CCNC(=O)C[C@@H]1CC[C@@H]2[C@H](COC[C@H](O)CN2C(=O)c2cc(Cl)cc(Cl)c2)O1	-1	nt	7&6	-1.8
Cc1ccc(S(=O)(=O)N[C@H]2CC[C@@H](CCNC(=O)CN3CCOCC3)O[C@H]2CO)cc1	8	7	1	1.0
CC(C)NC(=O)Nc1ccc2c(c1)C(=O)N([C@@H](C)CO)C[C@@H](C)[C@H](CN(C)C(=O)Nc1ccc3c(c1)OCO3)O2	17	-3	-1	1.5
C[C@@H]1CCCCO[C@@H](CN(C)Cc2ccc(C(=O)O)cc2)[C@H](C)CN([C@H](C)CO)C(=O)c2cc(NS(=O)(=O)c3ccc(Cl)cc3)ccc2O1	-12	9	0	1.4
C[C@H]1CN([C@@H](C)CO)C(=O)Cc2cc(NS(C)(=O)=O)ccc2O[C@@H]1CN(C)C(=O)Nc1ccc(F)cc1	4	-2	2	15
O=C(CC1CC1)N1CC(=O)N2[C@H](CO)[C@@H](c3ccc(-c4ccccc4)cc3)[C@@H]2C1	-11	nt	-1	0.1
C[C@@H]1CN([C@@H](C)CO)C(=O)c2cccc(NS(=O)(=O)c3cccs3)c2O[C@H]1CN(C)C(=O)NC1CCCCC1	-3	-22	nt	-0.7
C[C@@H]1CCCCO[C@H](CN(C)C(=O)C2CCCCC2)[C@H](C)CN([C@@H](C)CO)C(=O)c2cc(NC(=O)c3ccccc3)ccc2O1	-55	31	-10	-0.9
C[C@H]1CN([C@@H](C)CO)C(=O)c2cc(-c3ccc(F)cc3)cnc2O[C@H]1CN(C)CC1CCCC1	-45	37	16	5.1
C[C@H]1CN([C@@H](C)CO)C(=O)CCCn2nncc2CO[C@H]1CN(C)S(=O)(=O)c1ccccc1C#N	54	nt	1	0.3
CCCC(=O)Nc1ccc2c(c1)OC[C@@H](C)N(S(=O)(=O)c1cn(C)cn1)C[C@H](C)[C@@H](OC)CN(C)C2=O	0	-14	3	-0.4
CO[C@H]1CN(C)C(=O)c2ccc(NC(=O)NC(C)C)cc2OC[C@@H](C)N(CC2CC2)C[C@H]1C	2	18	nt	-0.8
O=S(=O)(N[C@H]1CC[C@H](CCn2cc(-c3cccnc3)nn2)O[C@H]1CO)c1ccccc1	-2	4	-1	1.2
C[C@H](CO)N1C[C@H](C)[C@H](CN(C)C(=O)Nc2cccc3ccccc23)OCCCC[C@H](C)Oc2ccc(NC(=O)C3CCCCC3)cc2C1=O	-78	70	2	-5.5
C[C@@H]1CN([C@@H](C)CO)S(=O)(=O)c2ccc(C#CC3CCCC3)cc2O[C@H]1CN(C)C(=O)C1CC1	-17	-35	nt	-2.7
N#C[C@@H]1[C@@H](c2ccc(C#CC3(O)CCCC3)cc2)[C@@H](CO)N1C(=O)C1CCC1	17	75	1	-3.8
O=C(C1CCCCC1)N1CC(=O)N2[C@H](C1)[C@H](c1ccc(C#Cc3cccc(F)c3)cc1)[C@@H]2CO	-15	nt	30	-2.7
COc1ccc(C(=O)Nc2ccc3c(c2)C(=O)N(C)C[C@@H](OC)[C@H](C)CN(C(=O)C2CC2)[C@H](C)CO3)cc1	-7	55	nt	0.1
COc1cccc(S(=O)(=O)N(C)C[C@H]2Oc3ncc(C#CCC(C)C)cc3C(=O)N([C@H](C)CO)C[C@@H]2C)c1	-63	102*	0	-5.6
Cc1ccc(S(=O)(=O)Nc2ccc3c(c2)C(=O)N([C@@H](C)CO)C[C@H](C)[C@@H](CN(C)Cc2ccccc2)OCCCC[C@H](C)O3)cc1	-38	19	3	-0.4
COc1ccc(NC(=O)Nc2ccc3c(c2)C(=O)N([C@H](C)CO)C[C@H](C)[C@@H](CN(C)C(=O)Nc2c(C)noc2C)OCCCC[C@H](C)O3)cc1	49	57	0	-0.5
C[C@@H]1CN([C@@H](C)CO)C(=O)c2cccc(NS(C)(=O)=O)c2O[C@@H]1CN(C)Cc1ccccc1	31	31	-1	-1.3
C[C@H](CO)N1C[C@H](C)[C@H](CN(C)S(C)(=O)=O)Oc2ccc(N(C)C)cc2CC1=O	9	-24	1	22
CS(=O)(=O)N1CCCCN2[C@H](CO)[C@H](c3ccc(C#Cc4ccccn4)cc3)[C@@H]2C1	-8	113*	-4	-0.3
O=C(C[C@H]1C[C@H]2c3cc(NC(=O)Nc4ccccc4F)ccc3O[C@H]2[C@@H](CO)O1)NCc1ccc2c(c1)OCO2	-19	33	4	2.5
CC(C)CC#Cc1cnc2c(c1)C(=O)N([C@H](C)CO)C[C@@H](C)[C@H](CN(C)Cc1ccccn1)O2	-20	-35	-13	21
COc1ccc(-c2ccc3c(c2)[C@@H]2[C@@H](CCN2C(=O)C2CCC2)[C@H](CO)N3C)cc1	-17	nt	-5	11
CCC(=O)N1C[C@H](C)[C@@H](OC)CN(C)C(=O)c2ccc(NC(=O)c3cnccn3)cc2OC[C@H]1C	-13	15	nt	0.5

Screening data: PubChem BioAssay, Broad Institute
